Calb biofilm kill – kills Candida albicans biofilms | inhibition, % at 6 µM | AID 834 | 85,000 compounds, 0.14% hits | C. albicans biofilm + clotrimazole, Alamar Blue;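 active = inhibition above 20%; inactive = inhibition below 20%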;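 note: preformed 24 hr biofilms exposed to compound for 48 hr; 0% = biofilm without compound and 100% = blank killed by clotrimazole plus chlorhexidine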
DAT uptake mod – changed human dopamine transporter uptake under cocaine IC80. 110,000 compounds, 1.3% hits. Q01959. AID 449768. LLC-PK1 hDAT cells, [14C]-dopamine uptake with cocaine IC80; actives deviate in either direction. B-score at 10 µM;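 active = Z score or B-score, a plate-position-corrected score, falls beyond the plate's 99.7% confidence bounds, in either direction; inactive = both scores lie inside the 99.7% bounds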;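 note: scored against the spread of the other compound wells on the same plate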
Target sequence (Q01959 whole entry, looked up): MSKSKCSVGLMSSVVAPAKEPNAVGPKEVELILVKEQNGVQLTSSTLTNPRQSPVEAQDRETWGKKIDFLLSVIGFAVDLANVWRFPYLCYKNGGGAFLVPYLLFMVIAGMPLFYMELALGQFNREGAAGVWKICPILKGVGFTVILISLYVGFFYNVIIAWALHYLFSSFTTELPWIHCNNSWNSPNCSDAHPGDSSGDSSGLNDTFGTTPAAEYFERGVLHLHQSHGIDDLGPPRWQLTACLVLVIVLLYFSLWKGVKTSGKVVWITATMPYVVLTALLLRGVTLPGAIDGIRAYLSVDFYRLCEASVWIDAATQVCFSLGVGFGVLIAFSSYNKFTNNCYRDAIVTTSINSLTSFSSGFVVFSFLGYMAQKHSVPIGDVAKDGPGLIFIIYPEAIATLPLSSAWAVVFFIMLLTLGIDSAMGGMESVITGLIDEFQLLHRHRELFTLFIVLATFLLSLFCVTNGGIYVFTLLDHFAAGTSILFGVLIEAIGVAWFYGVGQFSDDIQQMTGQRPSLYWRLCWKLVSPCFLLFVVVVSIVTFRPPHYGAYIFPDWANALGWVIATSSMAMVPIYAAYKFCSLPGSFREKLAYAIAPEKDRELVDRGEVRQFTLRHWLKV
VCAM1 TNFa inh – reduces TNF alpha induced VCAM1 expression in HUVEC; HUVEC TNFa-induced VCAM-1 immunofluorescence, high-content imaging; inhibition, % at 2 µM; 95,000 compounds, 0.48% hits;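 active = inhibition above the batch mean plus 3 SD, with images confirmed as a hit by eye, cut at about 37% in these data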;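 note: 0% = TNF-stimulated DMSO wells and 100% = unstimulated control wells; not every result past the cut was called active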
CYP2C19 inh – inhibitors of human CYP2C19. P33261. CYP2C19 Supersomes, luciferin-H EGE luminescence, 30 min. inhibition, % at 5 µM. 96,000 compounds, 21% hits. AID 778;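 active = CYP2C19 inhibition above a set limit at 5 µM in the primary screen, cut at about 50% in these data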;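 note: plate controls were negative control wells for no effect and 2.5 mM tranylcypromine positive control for full effect; values of inactives mirror those of a sister screen read the other way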
CYP2C9 inhib – human CYP2C9 inhibition. P11712. CYP2C9 Supersomes, luciferin-H conversion, luminescence. inhibition, % at 5 µM. 96,000 compounds, 20% hits. AID 777;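 active = blocking of liver enzyme CYP2C9 beyond about 50% at 5 µM, limit read from the data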; note: values of inactives mirror those of a sister screen read the other way
Target sequence (P11712 whole entry, looked up): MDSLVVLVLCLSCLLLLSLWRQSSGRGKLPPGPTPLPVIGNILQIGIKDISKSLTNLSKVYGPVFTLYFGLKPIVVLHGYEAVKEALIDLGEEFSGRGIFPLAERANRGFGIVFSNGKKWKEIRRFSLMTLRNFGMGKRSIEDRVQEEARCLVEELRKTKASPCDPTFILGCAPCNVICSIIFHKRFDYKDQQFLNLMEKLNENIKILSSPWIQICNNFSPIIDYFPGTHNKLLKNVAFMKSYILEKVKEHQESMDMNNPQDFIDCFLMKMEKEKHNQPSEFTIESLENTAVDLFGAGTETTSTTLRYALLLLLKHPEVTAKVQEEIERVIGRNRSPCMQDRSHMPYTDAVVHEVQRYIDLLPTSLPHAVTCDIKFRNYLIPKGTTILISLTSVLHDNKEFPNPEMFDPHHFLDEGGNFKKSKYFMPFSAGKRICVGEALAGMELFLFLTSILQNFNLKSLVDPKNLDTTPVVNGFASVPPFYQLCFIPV
HUVEC tox IL1B – toxic to HUVEC cells under IL-1B stimulation | HUVEC cell count loss, Hoechst imaging, IL-1B stimulated | cell count reduction, % at 2 µM | 94,000 compounds, 0.41% hits | AID 845;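 active = cell count reduction more than 3 SD above the screen-wide mean, cut at about 70% in these data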;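 note: normalized per plate to untreated control cells as the no-loss baseline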
CYP2C19 activ – cytochrome P450 2C19 (human) activation | P33261 | recombinant CYP2C19, luciferin-H EGE luminescence; active compounds read high; 0 = fully inhibited enzyme, 1 = untreated enzyme | activation factor at 5 µM | 96,000 tested, under 10 active | AID 1025;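 active = activation factor of at least 2 at 5 µM in the primary screen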;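 note: 0 = wells with 2.5 mM tranylcypromine and 1 = vehicle-only wells; values of inactives mirror those of a sister screen read the other way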
CYP2C9 act – activators of human CYP2C9; 96,000 compounds, 1.4% hits; recombinant CYP2C9, luciferin-H conversion, luminescence; active compounds read high; factor 1 = untreated enzyme, 0 = blocked; P11712; activation factor at 5 µM;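 active = activation factor of 2 or more for CYP2C9 at a 5 µM dose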;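 note: 0 = sulfaphenazole-blocked wells and 1 = vehicle-only wells; values of inactives mirror those of a sister screen read the other way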
TNFa cytotox – HUVEC cytotoxicity counter-screen, TNF alpha stimulated; HUVEC TNFalpha-stimulated, Hoechst cell count, imaging; cell count reduction, % at 2 µM; 93,000 compounds, 0.17% hits; AID 848;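 active = cell count reduction exceeding the screen mean by over 5 SD, scaled to untreated wells per plate, cut at about 78% in these data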;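 note: cells counted after 24 h of TNF alpha exposure following the 1 h pretreatment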
An asterisk follows results filed as active; nt = no result given.

SMILES	Calb biofilm kill	DAT uptake mod	VCAM1 TNFa inh	CYP2C19 inh	CYP2C9 inhib	HUVEC tox IL1B	CYP2C19 activ	CYP2C9 act	TNFa cytotox
N#Cc1c(NC(=O)c2cc(-n3cnnc3)ccc2Cl)sc2c1CCCC2	5	0.38	18	16	18	-18	0.8	0.8	-10
COc1ccccc1NC(=O)N1CCC(c2nnc(SCC(N)=O)n2C)CC1	1	-0.16	-1	-9	-1	-26	1.1	1	-5
O=C(Nc1cnn(Cc2ccc(F)cc2)c1)c1cnccn1	0	0.45	10	23	44	-33	0.8	0.6	-27
CC(C)Nc1nc2n(c(=O)n1)CCN2C(C)C	11	-0.18	15	-22	-28	-37	1.2	1.3	6
N#CCn1nnc(-c2ccc3c(c2)OCO3)n1	3	-0.15	2	67*	21	16	0.3	0.8	-8
O=c1[nH]n(CC2COC3(CCCCC3)O2)c(=O)c2ccccc12 (stereo unspecified)	7	0.88	0	76*	47	-49	0.2	0.5	-24
CCOc1ccccc1NC(=O)C(CC(C)C)NC(=O)C1CCCCC1 (stereo unspecified)	-3	0.56	-1	14	1	5	0.9	1	5
Cc1ccc(NC(=O)/C(=C\c2ccccc2)NC(=O)/C=C/c2ccccc2)cc1	nt	0.89	-11	0	39	-98	1	0.6	-39
CC1CN(CC(O)COc2ccc(C(C)C)cc2)CC(C)O1 (stereo unspecified)	6	0.38	13	-4	-10	2	1	1.1	4
CCN1CCN(c2ccc(NC(=O)c3cccc(OCc4ccccc4)c3)cc2)CC1	9	0.00049	7	42	43	4	0.6	0.6	-11
O=C(c1cc2nc(-c3ccc(F)cc3)cc(C(F)(F)F)n2n1)N1CCCC1	1	0.16	8	0	8	-15	1	0.9	-11
COC(=O)c1cc2sccc2n1CC(=O)Nc1ccc(OC)c(OC)c1OC	3	0.23	-12	91*	88*	12	0.1	0.1	-14
CC(C)Oc1ccc(CSc2nnc3n(C)c(=O)c4c5c(sc4n23)CCCC5)cc1	5	-0.11	8	nt	nt	4	nt	nt	-20
CN1CCN(C(=O)c2ccccc2N(Cc2ccccc2)S(=O)(=O)c2ccccc2)CC1	9	0.15	8	nt	nt	nt	nt	nt	0
CCCCn1cnc2sc(-c3ccccc3)cc2c1=O	6	-0.54	5	14	25	-11	0.9	0.7	21
CN(C(=O)c1ccccn1)c1nnc(-c2cccnc2)s1	9	0.19	4	nt	nt	2	nt	nt	-26
O=C(NC1CCN(C(=S)NCc2ccco2)CC1)C1CCCCC1	nt	-0.46	10	5	20	-24	0.9	0.8	-23
COc1ccc(-c2ccc(=O)[nH]n2)cc1	nt	-0.13	22	-2	27	-27	1	0.7	-3
CCCN1CC=C2C(C#N)=C(N)C(C#N)(C#N)C(c3cc(OC)ccc3OC)C2C1 (stereo unspecified)	5	0.15	-15	17	20	-18	0.8	0.8	-16
CCCC12CN3CC(C)(CN(C1)C3c1ccc(OC)cc1)C2=O (stereo unspecified)	4	0.27	-5	18	14	15	0.8	0.9	-4
CCOC(=O)C1=C(C)N=c2s/c(=C3/C(=O)Nc4ccccc43)c(=O)n2C1c1ccc(C)cc1 (stereo unspecified)	-1	-0.0098	12	nt	nt	0	nt	nt	-3
COC(=O)c1c(C)noc1-c1cc(C)on1	0	-0.78	3	14	-24	30	0.9	1.2	-30
CS(=O)(=O)CCC(C(=O)N1CCOCC1)N1C(=O)c2cc(Cl)c(Cl)cc2C1=O (stereo unspecified)	11	-0.83	3	nt	nt	17	nt	nt	-14
CCOC(=O)c1c(C)[nH]c(C(=O)COC(=O)C23CC4CC(CC(Cl)(C4)C2)C3)c1C	6	0.92	8	20	18	11	0.8	0.8	-10
COc1ncnc2c1NC(=O)CS2	3	0.18	-1	5	0	-6	1	1	23
CS(=O)(=O)N1CCC(C(=O)N2CCc3ccccc3C2)CC1	9	-0.17	1	95*	-23	-24	0.1	1.2	2
Cn1cnnc1SCC(=O)n1c2ccccc2c2ccccc21	4	0.16	8	34	2	-16	0.7	1	-18
COc1cc(/C=N/NC(=O)C2c3ccccc3Oc3ccccc32)ccc1O	nt	-0.15	-10	8	53*	12	0.9	0.5	3
O=c1[nH]c2cc3c(cc2cc1C(c1nnnn1CC1CCCO1)N1CCCCCC1)OCCO3 (stereo unspecified)	5	0.53	-9	7	79*	4	0.9	0.2	-16
Clc1ccc(C(c2nnnn2C2CCCCC2)N(Cc2cccnc2)Cc2ccco2)cc1 (stereo unspecified)	6	1.9	-16	nt	nt	-137	nt	nt	1

Complete entries, looked up by structure. Values in the order: Calb biofilm kill, DAT uptake mod, VCAM1 TNFa inh, CYP2C19 inh, CYP2C9 inhib, HUVEC tox IL1B, CYP2C19 activ, CYP2C9 act, TNFa cytotox
Results for CN(C(=O)c1ccccn1)c1nnc(-c2cccnc2)s1 : 9, 0.19, 4, nt, nt, 2, nt, nt, -26
Results for COC(=O)c1cc2sccc2n1CC(=O)Nc1ccc(OC)c(OC)c1OC : 3, 0.23, -12, 91*, 88*, 12, 0.1, 0.1, -14
Results for O=C(Nc1cnn(Cc2ccc(F)cc2)c1)c1cnccn1 : 0, 0.45, 10, 23, 44, -33, 0.8, 0.6, -27

New compounds follow:
SMILES	Calb biofilm kill	DAT uptake mod	VCAM1 TNFa inh	CYP2C19 inh	CYP2C9 inhib	HUVEC tox IL1B	CYP2C19 activ	CYP2C9 act	TNFa cytotox
Cc1ccc(S(=O)(=O)NCCCCC(NC(=O)OC(C)(C)C)C(=O)O)cc1 (stereo unspecified) (tested in a mixture with another compound)	8	-0.28	-12	nt	nt	31	nt	nt	nt
CC(c1ccccc1)C1CC(=O)N(C2CCCCC2)C1=O (stereo unspecified)	1	-1.2	-3	25	10	17	0.7	0.9	-2
Cc1csc2nc(CNS(=O)(=O)N(C)C)cn12	3	-0.03	-4	3	2	-6	1	1	-15
O=C(CN1C(=O)C2C3C=CC(C3)C2C1=O)NCCC1=CCCCC1 (stereo unspecified)	5	-0.76	-4	51*	15	18	0.5	0.9	-4
CCCCCCc1cc2cc(-c3nnc(-c4ccccc4OC)o3)c(=O)oc2cc1O	-2	0.4	-1	48	97*	-8	0.5	0	-26
O=C(CN(CC1CCCO1)C(=O)CNS(=O)(=O)c1ccc(Cl)cc1)NCC1CCCO1 (stereo unspecified)	6	0.51	15	nt	nt	-28	nt	nt	-5
Cc1oc(-c2ccc(Cl)cc2)cc1-c1nn2c(-c3ccoc3C)nnc2s1	10	-0.96	54*	-11	-10	-21	1.1	1.1	nt
O=S(=O)(c1ccccc1)c1ccccc1/C=N\O	2	-1.4	24	26	-66	-14	0.7	1.7	38
COCc1[nH][nH]c(=O)c1C=Nc1ccccc1	2	-0.26	-5	-5	-2	3	1	1	-17
CC(=O)c1cccc(NC(=O)CSc2nnc(-c3ccc(S(=O)(=O)N4CCCC4)cc3)o2)c1	3	-1.1	6	13	29	-11	0.9	0.7	-20
CCn1c(C(=O)Nc2ccsc2C(=O)OC)cc2sc(Cl)cc21	nt	0.95	29	6	20	-4	0.9	0.8	47
CC1CCCCC1NC(=O)CSc1nnc(-c2ccccc2)n1N (stereo unspecified)	11	-0.94	nt	88*	56*	nt	0.1	0.4	nt
COc1ccc(C2(NC(C)=O)CCN(C(=O)c3ccco3)CC2)cc1	5	-0.31	16	29	40	31	0.7	0.6	-7
CCOc1cccc(NC(=O)c2ccc(S(=O)(=O)N(C)C)cc2)c1	1	1.2	nt	2	4	nt	1	1	nt
O=S(=O)(CCc1nc2ccccc2s1)c1ccc(Cl)cc1	3	-2.2	0	21	12	-4	0.8	0.9	-23
COc1ccc(C(=O)Oc2c(CN3CCOCC3)cc(Cl)c3cccnc23)cc1	9	0.48	6	12	34	-26	0.9	0.7	-14
C1CCN=C(Nc2nn[nH]n2)CC1	-3	0.015	-19	-3	2	-9	1	1	-11
Cc1ccc(NC(=O)/C(=C\c2ccc([N+](=O)[O-])cc2)NC(=O)c2ccccc2)cc1	nt	-0.029	4	7	-5	6	0.9	1.1	-1
O=c1c2[nH]c3ccccc3c2ncn1CCN1CCCCC1	-2	0.76	-8	15	-6	-6	0.9	1.1	-28
Cc1ccc(-c2cn3nc(C)c(C)nc3n2)cc1	6	-0.035	nt	46	29	nt	0.5	0.7	nt
O=C(c1ccc(S(=O)(=O)N2CCCCC2)cc1)N1CCN(c2ccccc2)CC1	3	0.21	5	-18	-2	-15	1.2	1	-7
CCOC(=O)C1CCN(Cc2cn[nH]c2-c2ccc(C)cc2)CC1	7	-0.4	8	-1	-13	-13	1	1.1	-12
COc1ccc2nc(C)cc(N3CCOCC3)c2c1	nt	-0.19	12	13	26	-5	0.9	0.7	-14
CCOC(=O)c1[nH]c(C)c(C)c1C	4	-0.32	0	-11	-9	-66	1.1	1.1	-15
Cc1ccc(-c2nc(CSCC(=O)NCc3cccnc3)c(C)o2)cc1	4	0.56	0	3	14	-66	1	0.9	-19
CC1(C)CC(=O)C2=C(C1)OC(N)=C(C#N)C2C1CC=CCC1 (stereo unspecified)	2	-0.05	25	nt	nt	8	nt	nt	-5
COc1ncnc2c1oc1nc(CC(C)C)c3c(c12)CCCC3	8	-1.5	12	-3	-22	-2	1	1.2	-37
c1ccc(OCCn2c(-c3ccco3)nc3ccccc32)cc1	3	-0.4	-5	37	46	-6	0.6	0.5	-46
COc1cccc(NC(=O)CN(c2cccc(C(F)(F)F)c2)S(C)(=O)=O)c1	4	0.19	nt	88*	70*	nt	0.1	0.3	nt
Cc1cc(N/C=C2\CCCCC2=O)no1	6	0.41	13	7	-24	-35	0.9	1.2	6
COc1ccccc1N1CCN(C(=O)C2CCCO2)CC1 (stereo unspecified)	6	-1.1	14	-13	-26	-26	1.1	1.3	0
Cc1c(OC(=O)CNC(=O)OC(C)(C)C)ccc2c3c(c(=O)oc12)CCC3	nt	0.39	-15	41	-173	7	0.6	2.7*	11
COc1cccc(C2NC(=O)c3ccccc3O2)c1OC (stereo unspecified)	5	-0.4	4	86*	30	-58	0.1	0.7	-35
COc1ccc(-c2nn3c(-c4ccccc4)nnc3s2)cc1	8	0.31	2	74*	70*	-9	0.3	0.3	-26
Cc1ccc(CNC(=O)C2c3ccccc3C(=O)N(C)C2c2c[nH]c3ccccc23)o1 (stereo unspecified)	9	1.3	13	30	-22	-62	0.7	1.2	-19
COc1ccc(C)cc1-n1nnnc1SCc1csc(C)n1	-1	-8.3*	-9	99*	73*	-5	0	0.3	-25
Cn1nnnc1CCOCCc1nnnn1C	11	1.5	9	-2	2	-28	1	1	-26
Cc1cc(NC(=O)CCC(=O)N(CCc2ccccc2)C(C(=O)NC2CCCC2)c2ccco2)no1 (stereo unspecified)	3	0.55	3	38	33	-145	0.6	0.7	2
Cc1cccc(CCNC(=O)C2CCC(=O)N2Cc2ccc(F)cc2)c1 (stereo unspecified)	0	0.26	0	15	22	-47	0.8	0.8	-34
C=CCn1c(SCn2nnc3ccccc3c2=O)nnc1C1CCCCC1	8	-0.023	-6	98*	10	-15	0	0.9	-26
Cc1ccc2c(c1)N(CCC(=O)NCc1ccccn1)C(=O)CO2	5	-0.68	0	55*	-14	-21	0.4	1.1	-19
CN(C(=O)c1cnc(N2CCN(c3ncccn3)CC2)c2ccccc12)c1ccc(Cl)cc1	2	0.84	8	88*	70*	-77	0.1	0.3	0
CC(NC(=O)COc1ccccc1)C1COc2ccccc2O1 (stereo unspecified)	nt	0.21	10	nt	nt	7	nt	nt	-11
CCCCC12CN3CC(C)(CN(C1)C31C(=O)N(C)c3ccc(C)cc31)C2=O (stereo unspecified)	10	-0.086	-1	nt	nt	35	nt	nt	6
COc1ccccc1CC(=O)Nc1ccc(-c2noc(COc3ccc(Cl)c(C)c3)n2)cc1	2	-0.32	26	-9	12	19	1.1	0.9	-16

Screening data from PubChem BioAssay.
